High-throughput results from PubChem BioAssay.
Mac1 fbg enh: enhancers of human CD11b/CD18 binding to fibrinogen | P05107+P11215 | activation, % at 10 µM | K562 CD11b/CD18 adhesion to fibrinogen, ATPlite luminescence | 93,000 tested, 0.07% active | AID 1499;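 active means 10 µM primary screen giving 50% or more activity, confirmed by 40% or more on retest at that dose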; further: strong numbers were not always called active
ERa SRC1 pot: enhances coactivator binding to human estrogen receptor alpha | coactivator binding (% of control), % at 25.6 µM | 86,000 tested, 1.3% active | AID 639 | P03372 | TR-FRET ERalpha-LBD/SRC-Cy5 coactivator binding, 2 h; 100 = basal binding, no effect; in the data active means activity above about 200%;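 further: binding measured in presence of low estradiol as agonist stimulus; 0% = peptide alone without receptor and 100% = receptor with peptide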
CD11b adhes inh: CD11b/CD18-fibrinogen binding inhibition; K562 CD11b/CD18 adhesion to fibrinogen, ATPlite luminescence; Mn2+ added to activate the integrin; 93,000 tested, 0.54% active; AID 1497; inhibition, % at 10 µM;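 active means primary inhibition of 50% or more at 10 µM, then 40% or more on retest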; further: some results filed as inactive read as strong as hits
HIV Rev-RRE inh: disrupts HIV-1 Rev binding to RRE RNA; 97,000 tested, 0.79% active; P05866; inhibition, % at 8 µM; Rev peptide-RRE RNA binding, FRET; AID 704;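 active means inhibition above the screen-wide mean plus 3 SD, cut at about 35% in these data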;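 further: 0% = median DMSO wells and 100% = median Neomycin B control wells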
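Test system: Cy5-tagged RRE RNA duplex with fluorescein-tagged Rev peptide; Probe or stimulus: labelled Rev peptide; Schedule: 5 min preincubation and 15 min binding, 25 °C; Signal: FRET fluorescence readout; Evaluation: % inhibition from 671/540 nm acceptor-to-donor ratio, scaled between controls; Control set: DMSO and neomycin B.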
Plk1 PBD FP: inhibitors of human Plk1 polo box domain binding | P53350 | Plk1 PBD phosphopeptide binding, fluorescence polarization | inhibition, %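 (tested at about 20 µM)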 | 97,000 tested, 0.13% active | AID 693; in the data active means inhibition above about 34%, passing the limit was not always enough
ERb SRC1 inh: ER-beta (human) coactivator binding inhibition. Q92731. TR-FRET ER-beta LBD / SRC1-Cy5 peptide binding; receptor agonist-loaded with 1 µM estradiol. inhibition, % at 25.6 µM. 86,000 tested, 1.3% active;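 active means compounds whose percent inhibition of the receptor-coactivator binding signal exceeds about 50% in the single-dose screen, limit read from the data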;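 further: 0% = receptor plus peptide wells without compound and 100% = peptide-only wells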
PLK1 inh: inhibitors of human PLK1 kinase; P53350; recombinant PLK1 kinase, TR-FRET peptide phosphorylation; inhibition, % at 10 µM; 97,000 tested, 0.53% active;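 active means inhibition of 50% or more in the single-concentration screen; inactive means inhibition below 50%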;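 further: 0% = DMSO max control and 100% = H-89 dihydrochloride min control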
FAK blocker: FAK (human) kinase inhibition; inhibition, %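 (tested at 7 µM)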; AID 727; Q05397; biochemical FAK kinase activity assay; 97,000 tested, 0.84% active; in the data active means inhibition above about 19%;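 further: 0% = DMSO and 100% = reference compound high control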
Target sequence (Q05397 whole entry, looked up): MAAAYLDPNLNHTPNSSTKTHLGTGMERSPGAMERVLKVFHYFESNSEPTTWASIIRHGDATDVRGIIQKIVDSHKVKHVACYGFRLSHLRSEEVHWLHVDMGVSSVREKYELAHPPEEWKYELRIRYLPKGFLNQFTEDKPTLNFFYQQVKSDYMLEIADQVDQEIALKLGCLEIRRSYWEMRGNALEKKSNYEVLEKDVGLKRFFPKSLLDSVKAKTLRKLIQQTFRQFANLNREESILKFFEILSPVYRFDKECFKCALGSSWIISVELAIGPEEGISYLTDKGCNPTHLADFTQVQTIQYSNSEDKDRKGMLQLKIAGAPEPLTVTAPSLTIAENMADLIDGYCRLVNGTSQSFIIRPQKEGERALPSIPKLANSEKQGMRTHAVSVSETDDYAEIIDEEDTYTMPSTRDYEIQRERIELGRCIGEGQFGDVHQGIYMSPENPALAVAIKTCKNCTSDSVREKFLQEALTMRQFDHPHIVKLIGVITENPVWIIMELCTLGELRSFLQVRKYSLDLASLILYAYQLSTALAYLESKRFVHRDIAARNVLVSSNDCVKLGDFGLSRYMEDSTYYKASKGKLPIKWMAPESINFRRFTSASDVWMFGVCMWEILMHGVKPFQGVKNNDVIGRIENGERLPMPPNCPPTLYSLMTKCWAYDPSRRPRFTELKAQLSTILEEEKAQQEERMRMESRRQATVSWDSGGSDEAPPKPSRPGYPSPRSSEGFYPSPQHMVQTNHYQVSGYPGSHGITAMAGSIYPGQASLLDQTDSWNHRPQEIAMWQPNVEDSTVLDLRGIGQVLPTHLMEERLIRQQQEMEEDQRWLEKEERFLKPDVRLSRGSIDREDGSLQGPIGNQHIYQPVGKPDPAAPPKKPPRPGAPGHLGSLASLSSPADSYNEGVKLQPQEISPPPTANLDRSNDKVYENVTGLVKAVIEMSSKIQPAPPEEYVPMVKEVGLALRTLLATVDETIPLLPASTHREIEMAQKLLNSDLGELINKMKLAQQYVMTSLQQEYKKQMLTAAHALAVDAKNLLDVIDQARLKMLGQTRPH
ERa coact inh: blocks coactivator binding to human estrogen receptor alpha | 86,000 tested, 1.7% active | inhibition, % at 25.6 µM | TR-FRET ER-alpha LBD / SRC-1 peptide, estradiol-bound | AID 629; in the data active means inhibition above about 50%;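 further: 0% = receptor plus peptide control and 100% = peptide only without receptor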
Active calls of the source: *; nt = no result given; [ ] = remark or other dose.

SMILES | Mac1 fbg enh | ERa SRC1 pot | CD11b adhes inh | HIV Rev-RRE inh | Plk1 PBD FP | ERb SRC1 inh | PLK1 inh | FAK blocker | ERa coact inh
COC(=O)COC(=O)CC(CC(N)=O)c1ccccc1 (stereo not drawn) | -2 | 98 | 0 | 3 | 17 | 11 | 0 | 6 | 5
CSC1=NCCN1C(=O)c1cccc(Br)c1 | 2 | 101 | -10 | 3 | -9 | 0[fluorescence artefact?] | -15 | 1 | 4
CCCCN(C)CCNC(=O)Cn1ncc2c(=O)oc3ccc(C)cc3c21 | -2 | 79 | -1 | -6 | -24 | -13 | 5 | 1 | -9
COc1ccc2c(=O)c(-c3ccccc3)c(C)oc2c1 | 2 | 109 | 3 | 5 | -5 | -10 | -11 | 0 | 1
O=C(CSc1nc2cc(Cl)ccc2s1)NC(=O)NCc1ccco1 | 17 | 77[fluorescence artefact?] | 3 | nt | nt | 43 | nt | nt | 57*
O=C(NCc1cccs1)c1nc2c(nnn2Cc2ccccc2Cl)c(=O)[nH]1 | nt | 102 | nt | 2 | 8 | -5 | -7 | -1 | -8
CCNc1nc(NC(C)(C)C)nc(N2CCCC2)n1 | nt | 100 | nt | -1 | -4 | -23 | -15 | -2 | -8
O=C1c2ccccc2C(=O)N1Cc1ccco1 | -2 | 99 | -1 | 4 | -5 | -1[fluorescence artefact?] | -6 | 1 | -8
O=C(O)c1ccc(COc2ccccc2Cl)cc1 | 0 | 101 | -13 | 7 | -4 | -3 | -6 | -1 | -1
Cc1ccn2c(NCc3ccc4c(c3)OCO4)c(-c3ccc(O)cc3)nc2c1 | -3 | nt | -3 | -3 | -25 | nt | -14 | -1 | nt
CCc1ccc(C(=O)CN(C#N)c2nc(C)cc(C)n2)cc1 | nt | 82 | nt | 7 | 22 | 10 | -8 | -1 | 12
Cc1ccc2cc(CN(CCN3CCOCC3)Cc3nnnn3Cc3ccco3)c(=O)[nH]c2c1C | 0 | 121 | -4 | 14 | -22 | -4 | -9 | -4 | -7
CCOCCCN(C(=O)Cn1nnc2ccccc21)C(C(=O)NCc1ccco1)c1ccncc1 (stereo not drawn) | 0 | 107 | 6 | 5 | 6 | 0[fluorescence artefact?] | -3 | 2 | -16[fluorescence artefact?]
O=C(COC(=O)COc1ccccc1)Nc1ccccc1OC(F)F | -2 | 115 | -1 | -3 | 4 | -12 | -1 | 2 | -4[fluorescence artefact?]
COc1cccc(OC)c1C(=O)Nc1ccc(CN2CCOCC2)cc1 | 0 | 110 | 4 | 8 | -8 | 14 | -16 | 1 | -7
O=C(CSc1nnc(C2COc3ccccc3O2)o1)N1CCOCC1 (stereo not drawn) | -2 | 102 | -18 | 3 | -25 | 2 | -6 | -1 | -2[fluorescence artefact?]
Cc1ccc(-n2ncc(C#N)c2/N=C/N2CCOCC2)cc1 | 11 | 86 | -53 | -3 | 9 | -12 | -11 | 4 | -4
CC(c1ccc(Cl)cc1)n1c(-c2ccc3ccccc3n2)n[nH]c1=S (stereo not drawn) | -1 | nt | -3 | -5 | 11 | nt | -8 | -6 | nt
COc1ccc2cc(CN(CCCN3CCOCC3)Cc3nnnn3C3CCCCC3)c(=O)[nH]c2c1 | 0 | 106 | -5 | 14 | -20 | 4 | -20 | 0 | 7
Cc1ccnc(Sc2nc3c(c(=O)[nH]c(=O)n3C)n2CCCc2ccccc2)n1 | -6 | 91 | 3 | 2 | -5 | -2 | 0 | 0 | -2
Cc1ccccc1Cn1c(=N)n(CC(O)c2ccco2)c2ccccc21 (stereo not drawn) | -2 | 79 | 2 | 11 | 5 | 5[fluorescence artefact?] | -10 | -1 | -2
Cc1cc2n(n1)C(c1ccco1)Nc1ccccc1-2 (stereo not drawn) | -2 | 92[fluorescence artefact?] | 10 | 0 | -31 | 10 | 5 | 3 | 4
O=C1C2CC=C(Cl)CC2C(=O)N1CC1OCCc2ccccc21 (stereo not drawn) | 1 | 105[fluorescence artefact?] | 1 | 5 | 24 | 12 | 2 | -1 | -2
Fc1ccc(Nc2nc(Oc3ccc4c(c3)OCO4)nc(N3CCOCC3)n2)c(F)c1 | -1 | 81 | -15 | 5 | 14 | 31 | 4 | 6 | 16
CCC(Cc1ccccc1)NC(=O)C1CCC(CNc2c(N3CCCC3)c(=O)c2=O)CC1 (stereo not drawn) | -1 | 106 | -1 | 4 | -21 | -7 | -8 | -2 | -3
c1ccc(CN2CCN(c3ncnc4nc[nH]c34)CC2)cc1 | 2 | 99 | -6 | nt | nt | -13 | nt | nt | -4
CCOC(=O)C1CCCN(Cc2ccc3c(c2)OCO3)C1 (stereo not drawn) | nt | 103 | nt | 3 | -11 | -15 | -19 | 0 | 1
CCOc1ccc(-c2nnn(CC(=O)NCc3ccco3)n2)cc1 | 0 | 111 | 29 | 4 | 8 | 6 | -8 | -2 | 3
CN(C)/C=N/C(=S)Nc1ccc(F)cc1 | -1 | 117 | -11 | 12 | -15 | -8 | -5 | 0 | -12
Cc1nn(Cc2ccccc2)c(Cl)c1C(=O)NCc1ccc(C)n1C | -2 | 127 | -6 | 0 | -26 | -5 | -17 | 2 | 8
COc1cccc(-c2nc(CS(=O)(=O)CC(=O)N3CCN(c4ccccn4)CC3)c(C)o2)c1 | 1 | 115 | 22 | nt | nt | -3[fluorescence artefact?] | nt | nt | -5
Cc1ccc(NC(=S)NC(=O)c2ccc(-c3ccccc3)cc2)c(C)c1 | -1 | nt | -17 | 6 | 2 | nt | -5 | 2 | nt
CCOC(=O)NC(NC(=O)OCC)C(=O)c1ccccc1 | -1 | nt | 14 | 2 | 16 | nt | -9 | 2 | nt
CCCCCCCCCC(=O)N/N=C/c1ccc(C)s1 | 0 | nt | 14 | 10 | 4 | nt | -17 | 3 | nt
COc1cccc(-c2nnc3sc(-c4ccc(C)cc4)nn23)c1 | nt | nt | nt | -4 | -13 | nt | -4 | -7 | nt
CC(C)NC(=O)c1sc2nc3c(c(-c4cccs4)c2c1N)CN(C)CC3 | -4 | nt | -10 | 15 | -27 | nt | -8 | 0 | nt
CC(C)(Oc1ccc(Cl)cc1)C(=O)N/N=C/c1cn[nH]c1-c1ccccc1 | -1 | nt | -2 | 7 | 4 | nt | -5 | 1 | nt
COC(=O)C1CSC(C(=O)OC)N1C(=O)Nc1c(C)cccc1C (stereo not drawn) | nt | nt | nt | 10 | -29 | nt | -1 | -1 | nt
O=C(OCc1c(Cl)cccc1Cl)c1cnccn1 | 0 | 122 | 16 | 1 | -3 | -4 | -9 | -2 | -3
CCCn1nnnc1NCc1cccn1C | -4 | 115 | 3 | 5 | -9 | 3 | -2 | -5 | -5
O=S(=O)(c1ccc2ccccc2c1)N1CCCOC1 | 1 | 114 | 1 | 6 | -29 | -2 | 13 | 3 | 1
Cc1ccc(-c2noc(CCC(=O)N3CCN(c4cccc(C(F)(F)F)c4)CC3)n2)cc1 | 8 | 82 | 34 | nt | nt | 3 | nt | nt | 0
C=CCn1cnc2scc(-c3ccc(C)cc3)c2c1=O | 0 | 90 | -31 | 2 | -6 | 5 | 23 | 1 | -3
COCCOC(=O)C1=C(C)Nc2ncnn2C1c1ccccc1 (stereo not drawn) | -1 | 118 | 20 | 2 | 9 | -2 | -23 | -1 | -4
Cc1ccc(Nc2nc(N)nc(CSc3nccn3C)n2)cc1 | 1 | 101 | -29 | -4 | -39 | 2 | -10 | -5 | -5
NC(=O)NCc1ccc(Cl)cc1 | -1 | nt | 6 | 3 | 9 | nt | -17 | -4 | nt
CC(=O)c1cnc2c(-c3ccccc3)c(C)nn2c1C | nt | 98 | nt | 5 | -8 | -24 | -7 | -1 | -3
O=C1C(c2ccccc2)SC(=Nc2ccccc2)N1S(=O)(=O)c1ccccc1 (stereo not drawn) | 6 | nt | -2 | 3 | 17 | nt | -18 | -2 | nt
O=C(NC1CCCC1)c1ccc(CN2CCOCC2)cc1 | 1 | 95 | 5 | 1 | -6 | 9 | 0 | -1 | 9[fluorescence artefact?]
COc1cc(/C=C/C(=O)NNc2c(F)c(F)cc(F)c2F)ccc1OC(F)F | -1 | 100 | 3 | 19 | 14 | -8 | -5 | 1 | -2
Cc1ccc(N2CCCCn3c2nc2c3c(=O)[nH]c(=O)n2C)cc1 | -4 | 124[fluorescence artefact?] | 19 | 8 | -6 | 1 | -3 | 2 | -9[fluorescence artefact?]
COc1ccc(C(c2nnnn2Cc2ccc(F)cc2)N2CCN(c3ccc(OC)cc3)CC2)cc1 (stereo not drawn) | -5 | 90 | -7 | 4 | 1 | -2 | -17 | 6 | -6
CC(=O)c1cc2c(cc1NC(=O)CSc1nnc(C)s1)OCO2 | -2 | 96 | -5 | 4 | 2 | -15[fluorescence artefact?] | -15 | -3 | -17
O=C(NCCCn1ccnc1)c1ccncc1 | -2 | 106 | -1 | 5 | -23 | -5 | -4 | -1 | -4
COC(=O)c1ccccc1NS(=O)(=O)c1ccc(F)cc1 | nt | 117 | nt | -2 | -16 | -7 | -2 | -1 | -14
CCCCOc1ccc(C2CC(=O)N(C)C2=O)cc1 (stereo not drawn) | nt | 101 | nt | 6 | -30 | 8[fluorescence artefact?] | -7 | -3 | 3
CCCNS(=O)(=O)c1ccc(NC(=O)c2ccccn2)cc1 | 3 | 106 | 2 | 2 | 0 | -21[fluorescence artefact?] | -11 | 0 | -31
Cc1ccc(CC2(O)CC(C)N(C)CC2C)c(C)c1 (stereo not drawn) | 6 | 106 | -13 | 2 | -23 | -6 | -11 | 2 | -3
COC(=O)[C@H](C)NC(=O)NCc1ccc(F)cc1 | 1 | 108 | -20 | 0 | -2 | -4 | 1 | -2 | 1
COC(Cc1nnc(SC)n1-c1ccc(Cl)cc1)OC | nt | nt | nt | 8 | -8 | nt | -3 | 2 | nt

Continued:
SMILES | Mac1 fbg enh | ERa SRC1 pot | CD11b adhes inh | HIV Rev-RRE inh | Plk1 PBD FP | ERb SRC1 inh | PLK1 inh | FAK blocker | ERa coact inh
COC(=O)C(C)Sc1nnc(Cc2cc(=O)[nH]c(=O)[nH]2)n1-c1cc(C)ccc1C (stereo not drawn) | -2 | 94 | -9 | -1 | -8 | -11[fluorescence artefact?] | 2 | -3 | 0
O=C(Nc1ccc(-c2noc(COc3ccccc3Cl)n2)cc1)c1ccco1 | nt | 83[fluorescence artefact?] | nt | 8 | -21 | 26 | -9 | 1 | 40[fluorescence artefact?]
Cc1c(N=Cc2cccs2)c(=O)n(-c2ccccc2)n1C | 7 | 92 | -2 | 1 | 1 | -4 | -7 | -1 | -4
O=C(Cn1c(NCCO)nc2ccccc21)c1cccs1 | -4 | 139 | 8 | 4 | 8 | -7 | -9 | 3 | -2
CC1CCCC(NC(=O)COC(=O)c2ccc3ccccc3n2)C1C (stereo not drawn) | -1 | 116 | 6 | 19 | -1 | 4 | -15 | 0 | -4
OC(CNc1nc2ccccc2s1)c1ccccc1 (stereo not drawn) | 9 | 114 | -2 | nt | nt | -5 | nt | nt | -6

Retrieved by compound from the entries so far, four records:
SMILES | Mac1 fbg enh | ERa SRC1 pot | CD11b adhes inh | HIV Rev-RRE inh | Plk1 PBD FP | ERb SRC1 inh | PLK1 inh | FAK blocker | ERa coact inh
COC(=O)C(C)Sc1nnc(Cc2cc(=O)[nH]c(=O)[nH]2)n1-c1cc(C)ccc1C (stereo not drawn) | -2 | 94 | -9 | -1 | -8 | -11[fluorescence artefact?] | 2 | -3 | 0
O=C(Nc1ccc(-c2noc(COc3ccccc3Cl)n2)cc1)c1ccco1 | nt | 83[fluorescence artefact?] | nt | 8 | -21 | 26 | -9 | 1 | 40[fluorescence artefact?]
OC(CNc1nc2ccccc2s1)c1ccccc1 (stereo not drawn) | 9 | 114 | -2 | nt | nt | -5 | nt | nt | -6
Cc1c(N=Cc2cccs2)c(=O)n(-c2ccccc2)n1C | 7 | 92 | -2 | 1 | 1 | -4 | -7 | -1 | -4
